Cav32 inh = human Cav3.2 channel inhibition, primary screen; O95180; Cav3.2-expressing cells, Fluo-4 calcium fluorescence FDSS; stronger effect = lower value; B-score at 10 µM; 100,000 compounds, 4% hits; AID 449739;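 active means single-dose well whose peak fluorescence ratio is a statistical outlier from its plate by either plate-standardised score or position-corrected B-score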
Starred values were filed as active, the others as inactive. Some of the compounds tested; count on the stated rates, not on these rows.

Cav32 inh,SMILES
-2.45,CN(C)S(=O)(=O)c1ccc(N2CCN(S(=O)(=O)c3ccc(F)cc3)CC2)c(Cl)c1
0.532,COc1ccc(S(=O)(=O)N2CCSC2c2ccc(N)cc2)cc1 (stereo unspecified)
-0.105,O=C1CC(c2ccccc2)Cc2nc3ncnn3cc21 (stereo unspecified)
-0.321,COc1ccc2nc(SCC(=O)Nc3ccccc3C#N)[nH]c2c1
-1.4,O=C1CC(N2CCC(c3nc4ccccc4s3)CC2)C(=O)N1Cc1ccccc1 (stereo unspecified)
-2.07,CCOC(=O)C1=C(C)Nc2nnnn2C1c1ccc(OC)c(Br)c1 (stereo unspecified)
-1.85,CC(C)CCOc1ccc(C2(C)NC(=O)N(CN3CCOCC3)C2=O)cc1 (stereo unspecified)
0.529,O=S(=O)(NCCc1csc(-c2cccnc2)n1)c1ccc(Cl)s1
-0.957,COC(=O)c1cc(=O)n(Cc2ccc(OC)c(OC)c2)c(=Nc2ccc(F)cc2)s1
-0.64,O=C(NCc1nc(-c2ccccc2)no1)c1ccc(Br)o1
1.62,CN1CCN(c2cc(=O)n(Cc3ccc(F)cc3)c(=O)[nH]2)CC1
-4.07*,Cc1ccc(SCCNC(=S)Nc2cc(C)ccc2C)cc1
0.162,COc1ccc2oc(=O)c(C(=O)n3ccc(C)n3)cc2c1
-0.175,Clc1ccc(NCc2nnc3n2CCCCC3)cc1
1.58,Cc1ccc(-c2nnc(OCCN3CCOCC3)c3ccccc23)cc1
-3.84*,CCN1/C(=C(\O)c2ccccc2)C(=O)c2ccccc2S1(=O)=O
0.0321,O=C(CCn1[nH]c(=O)c2ccccc2c1=O)N1CCOCC1
0.814,CCOC(=O)N1CCC(N(C(=O)Nc2cccc(OC)c2)C(C)CC)CC1 (stereo unspecified)
-0.336,Cc1ccc(-c2nnn(CC(=O)N(CC(=O)NC(C)C)c3cnc4ccccc4c3)n2)o1
-0.00342,Cc1ccccc1-n1c(N)cc(=O)[nH]c1=S
0.784,COc1ccccc1CNC(=O)C(CC(C)C)NS(=O)(=O)c1ccc2c(c1)oc(=O)n2C (stereo unspecified)
0.0772,CC(C)(C)C(=O)C(Oc1cccc2nonc12)n1cncn1 (stereo unspecified)
-4.85*,Cc1cccc(NC(=S)NN(Cc2ccccc2)c2ccccc2)c1C
-0.00204,Cc1ccc(C(=O)N2CCN(c3ccc(C(F)(F)F)cn3)CC2)cc1
0.63,COc1ccc(OCC(=O)N2CCN(C(=O)Cc3ccccc3)CC2)cc1
-0.725,CCn1c(-c2ccc(F)cc2)cnc1SCC(=O)N1CCCCC1C (stereo unspecified)
-0.925,Cc1cc(C)cc(NC(=O)N2CCC(NC(=O)c3ccc(F)cc3)CC2)c1
-1.37,C=CCOC(=O)C1=C[C@H](c2ccc(Br)cc2)[C@@H](CCCO)[C@H](OCC)O1
-0.334,O=C1c2ccccc2S(=O)(=O)N1CCOc1ccccc1
0.36,CCOc1ccccc1NC(=O)CN1CCC(NC(=O)c2ccccc2)CC1
-7.28*,CC1CCN(S(=O)(=O)c2cccc(C(=O)NCc3cccs3)c2)CC1
-1.83,CC(C)N1C(=O)C(Cc2nc3ccccc3c(=O)n2-c2ccccc2)c2ccccc21 (stereo unspecified)
-0.773,FC(F)(F)c1ccc(N2CCN(c3ncnc4c3nnn4Cc3ccccc3)CC2)nc1
0.0267,CCOc1ccc(C(=O)Nc2c3c(nn2-c2cccc(C)c2C)CS(=O)C3)cc1 (stereo unspecified)
0.48,CC(=O)NC(CCS(C)(=O)=O)C(=O)Nc1cc(C)on1 (stereo unspecified)
-0.0307,O=C(Nc1ccc(-c2nc3ccccc3[nH]2)cc1)c1ccc2c(c1)OCO2
0.0921,COc1cccc2c1OC1(C)CC2NC(=O)N1c1cccc(C(=O)Nc2ccc3c(c2)OCCO3)c1 (stereo unspecified)
-3.48,CCCCNc1ncnc2c1cnn2-c1ccccc1
0.697,COC(=O)C1=C(C)N(C)C(=O)NC1c1ccccc1 (stereo unspecified)
0.399,C=C1[C@@H](OC(C)=O)CC[C@]2(C)[C@@H]1C[C@@H]1C[C@H](OC(C)=O)C(C)=C([C@@H](OC(C)=O)[C@@H]2OC(C)=O)C1(C)C
-0.0413,CCn1c(CNC(=O)COc2c(C)cccc2C)nnc1SCC(=O)Nc1nccs1
-2.12,CCOC(=O)c1ccccc1NC(=O)N1CCn2c(C)ccc2C1CC (stereo unspecified)
-0.0172,Fc1ccc(CNc2ccc(CNc3ncn[nH]3)cc2)cc1
0.257,CCNc1oc(-c2ccc(OC)cc2)nc1S(=O)(=O)c1ccc(Br)cc1
0.996,N#C/C(=C\c1cn(-c2ccccc2)nc1-c1cccnc1)c1nnc2n1CCCCC2
0.0405,Cc1cc(C)n2nc(NCc3cccc(Br)c3)nc2n1
-0.089,COc1ccc(OC)c(NC(=O)C2CCCN(S(=O)(=O)c3cccc4cccnc34)C2)c1 (stereo unspecified)
-1.07,COC(=O)c1cn(NC(=O)CC2CCCCC2)c(=O)c2ccccc12
-0.146,CCOC(=O)O[C@]1(C(=O)OCCl)CC[C@H]2[C@@H]3CCC4=CC(=O)C=C[C@]4(C)[C@H]3[C@@H](O)C[C@@]21C
1.02,CCOCCCn1c(=S)[nH]c2cc(C(=O)NCCN(CC)CC)ccc2c1=O
1.15,COc1cc(C)c(Cl)cc1S(=O)(=O)NCc1ccncc1
0.434,CSc1nc(C)c(Oc2ccccc2)c(=O)n1C
0.653,O=c1c2cc(Cl)ccc2oc2nc3n(c(=O)c12)CCCS3
-2.67,CCCc1nc(N2CCOCC2)c(C#N)c2c1CCCC2
0.0755,Cc1n[nH]c(=S)n1/N=C/c1ccc(-c2ccccc2[N+](=O)[O-])o1
-5.37*,Cc1ccc(-c2noc(CSc3nnc(Cc4ccccc4)n3-c3ccc(Cl)cc3)n2)cc1
0.996,CCOC(=O)c1c(/N=C/N(C)C)sc(C(=O)OC)c1C
-2,O=C(OC1CCN(c2ncc(C(F)(F)F)cc2Cl)CC1)c1ccccc1
0.601,COCc1cc(=O)n2[nH]c(SC)nc2n1
0.157,O=c1c2cnn(-c3ccccc3)c2ncn1Cc1cccc(Cl)c1

Looked up above.
O=c1c2cnn(-c3ccccc3)c2ncn1Cc1cccc(Cl)c1 @ Cav32 inh: 0.157
COc1ccc(OC)c(NC(=O)C2CCCN(S(=O)(=O)c3cccc4cccnc34)C2)c1 (stereo unspecified) @ Cav32 inh: -0.089

Further compounds follow.
Cav32 inh,SMILES
-0.237,CCC1=C(OC(=O)N(CC)CC)N2C(=O)OC(=NCCOC)[C@]2(Cc2ccccc2)[C@H]2C1=CC[C@H]1C(=O)NC(=O)[C@H]12
-0.0721,C/C=C/C(=O)N1CC2(CC(c3cccc(NC(=O)CC(c4ccccc4)c4ccccc4)c3)=NO2)C[C@H]1C(N)=O (stereo partly specified)
-0.703,CCc1ccc(-c2cc(C(F)(F)F)n3nc(C(=O)Nc4c(C)nn(Cc5ccccc5C)c4C)cc3n2)s1
-2.93,Cc1nc2ccc(S(=O)(=O)NC(C(=O)N3CCCCCC3)C(C)C)cc2s1 (stereo unspecified)
0.765,CCCC(=O)NC(=S)Nc1ccccc1C(=O)OC
-6.04*,C=C(C)CSc1nncn1/N=C/c1ccc(OC)cc1
0.7,Cc1cc(C)nc(SCC(=O)Nc2ccc(N3CCOCC3)cc2)n1
1.38,CS/C(=C\[N+](=O)[O-])Nc1ccccc1
0.0891,CCCC(=O)NCCc1nc2ccccc2n1C
1.07,COc1cc2ncnc(NCc3ccc(C)cc3)c2cc1OC
-0.662,C#CCOCCOCCOCCNc1nc(N2CCN(C(=O)[C@H](Cc3ccc(O)cc3)n3cc([C@@H](N)C(C)CC)nn3)CC2)nc(N2CCN(C(=O)[C@H](CCCCN)n3cc([C@@H](N)CO)nn3)CC2)n1 (stereo partly specified)
1.09,CCOC(=O)c1ccc(NC(=O)CC2C(=O)N(c3cccc(OC)c3)C(=O)N2CCOC)cc1 (stereo unspecified)
0.154,Cc1nc2n(n1)CC(O)CS2 (stereo unspecified)
-0.68,O=C(COc1ccc(Br)cc1CO)Nc1ccccc1
-0.0277,O=C(CCCOc1ccc(Cl)cc1Cl)n1nnc2ccccc21
1.03,OCCNCCOc1ccccc1-c1ccccc1
0.469,C[C@@H]1C=C(C(=O)NCc2ccccc2)O[C@H](OCc2ccc(CO)cc2)C1
0.0144,Nc1ccc2c(c1)N1CCN=C1S2
-3.03,COc1ccc(S(=O)(=O)Nc2ccc(C)cc2)cc1N(C)S(=O)(=O)c1ccc(Cl)cc1
-1.37,Cc1ccccc1OCc1nc(-c2ccc(Br)o2)no1
0.0199,O=C(Cn1c(=O)oc2cc(S(=O)(=O)N3CCCC3)ccc21)N1CCN(c2ccccn2)CC1
0.263,Cc1ccc(S(=O)(=O)N2CCN(C(=O)c3nn(C(C)C)c(=O)c4ccccc34)CC2)cc1C
0.0327,O=C(C1CCCO1)N1CCN(c2ncccn2)CC1 (stereo unspecified)
-0.0412,O=C(Nc1ccc(N2CCOCC2)cc1)C1(S(=O)(=O)c2ccccc2)CC1
-2.56,CCCSCCCNC(=O)Cn1cc2c(n1)CCC(C)C2 (stereo unspecified)
-1.66,COc1ccc(NC2=CC(=O)CC(c3ccc(C)cc3)C2)c(OC)c1 (stereo unspecified)
0.299,COC(=O)c1ccc(C2C(C(C)=O)=C(C)Nc3ncnn32)cc1 (stereo unspecified)
0.406,COc1ccc(OC)c(NC(=O)c2ccc(NS(=O)(=O)c3c(C)noc3C)cc2)c1
1.01,C=C1CCN(C(C)C(=O)O)S(=O)(=O)c2ccccc21 (stereo unspecified)
0.257,O=C(c1ccncc1)N1CCN(C(=O)c2cccs2)CC1
-1.55,Cc1ccc(/C(N)=N/OC(=O)C23CC4CC(CC(C4)C2)C3)cc1
-0.00262,COc1cc(-c2c(C#N)c(N)nc(SCc3ccncc3)c2C#N)cc(OC)c1OC
0.652,CCO[C@H]1OC(C(=O)NC2CC2)=C[C@@H](c2coc3ccccc3c2=O)[C@@H]1CCCO
2.09,CC1CC(=O)c2cnc(N)nc2C1 (stereo unspecified)
-0.179,O=C(Nc1ccc(Oc2ccc(Cl)cc2)cc1)c1ncn[nH]1
0.162,CC1CCCCN1CCNC(=O)CN1C(=O)COc2ccccc21 (stereo unspecified)
-2.08,O=C1CN(C(=O)c2ccc(Br)o2)C(c2ccc(F)cc2)c2cc(F)ccc2N1 (stereo unspecified)
-0.461,Cc1cc2n(n1)SC(Nc1cc(Cl)ccc1Cl)N2 (stereo unspecified)
0.302,CCn1c(=O)cc(OCC(=O)NCCCN2CC(C)CC(C)C2)c2ccccc21 (stereo unspecified)
-7.25*,CCCOc1ccc(C(=O)NNC(=S)NC(=O)c2cc(-c3ccccc3)nc3ccccc23)cc1
0.7,CCOc1ccc(-c2nc(N)ncc2Oc2cccc(OC)c2)c(O)c1
0.0657,Cc1onc(-c2ccccc2)c1C(=O)Nc1ccc2c(c1)OCO2
1.36,C=CCSC1=C(C#N)C(c2ccc(OCC)cc2)CC(=O)N1 (stereo unspecified)
-0.134,Cc1cc(N2CCCC2)nc(SCC(=O)c2ccccc2)n1
-3.74*,COc1ccc(C(c2nnnn2CC2CCCO2)N2CCN(c3cccc(C)c3C)CC2)cc1 (stereo unspecified)
-0.825,Cc1cc(C)nc(SCc2ccc(C(=O)O)o2)n1
0.261,C/C(Cl)=C/CN1C(=O)C2C3C=CC(C3)C2C1=O (stereo unspecified)
0.803,COCCCNC(=O)c1cccc(C(=O)NCCCOC)c1
0.946,O=C(CSc1nccc(=O)[nH]1)N1c2ccccc2CCc2ccccc21
0.304,c1coc(CNc2ncnc3nc[nH]c23)c1
-3.42,CCCn1c(C)cc(C(=O)COC(=O)c2c(C)nn(-c3ccccc3)c2C)c1C
0.135,Cc1ccc(CNC(=O)c2cn(C3CCCCC3)c(=O)c3c2c2ccccc2n3C)o1
0.356,O=C1CCCCCC1C1(O)C(=O)Nc2ccc(Br)cc21 (stereo unspecified)
0.0303,CCSc1nnc(N(CCC#N)CCC#N)s1
0.514,CC(C)N(C(=O)CSc1nnc(NC(=O)c2cccs2)s1)C(C)C
-0.0566,O=C1C(Cl)=C(NCC2CCCO2)C(=O)N1c1ccccc1 (stereo unspecified)
-1.27,COc1ccc(-c2c(NC(=O)C(C)C)n(C)c3ccccc3c2=O)cc1
1.91,CCCn1c(=O)c2[nH]c(C3CCCC3)nc2n(CCC)c1=O
0.943,CC(OC(=O)c1nsc(Cl)c1Cl)C(=O)NC(C)(C)C (stereo unspecified)
-0.209,C[C@@H]1CC[C@@]2(O[C@@H](CCO)C[C@H](O)[C@H]2O)O1
-0.248,N#Cc1ccc(-c2nnnn2-c2ccc3c(c2)OCO3)cc1
0.279,CC(=O)C1=C(O)C(=O)N(Cc2ccco2)C1c1ccccc1 (stereo unspecified)
1.19,Cc1nnc(SCC(=O)NCCOc2ccc(Cl)cc2)n1-c1ccccc1

Gathered by group, those above containing a Cl atom.
Cav32 inh,SMILES
-2.45,CN(C)S(=O)(=O)c1ccc(N2CCN(S(=O)(=O)c3ccc(F)cc3)CC2)c(Cl)c1
0.529,O=S(=O)(NCCc1csc(-c2cccnc2)n1)c1ccc(Cl)s1
-0.175,Clc1ccc(NCc2nnc3n2CCCCC3)cc1
-0.146,CCOC(=O)O[C@]1(C(=O)OCCl)CC[C@H]2[C@@H]3CCC4=CC(=O)C=C[C@]4(C)[C@H]3[C@@H](O)C[C@@]21C
1.15,COc1cc(C)c(Cl)cc1S(=O)(=O)NCc1ccncc1
0.653,O=c1c2cc(Cl)ccc2oc2nc3n(c(=O)c12)CCCS3
-5.37*,Cc1ccc(-c2noc(CSc3nnc(Cc4ccccc4)n3-c3ccc(Cl)cc3)n2)cc1
-2,O=C(OC1CCN(c2ncc(C(F)(F)F)cc2Cl)CC1)c1ccccc1
0.157,O=c1c2cnn(-c3ccccc3)c2ncn1Cc1cccc(Cl)c1
-0.0277,O=C(CCCOc1ccc(Cl)cc1Cl)n1nnc2ccccc21
-3.03,COc1ccc(S(=O)(=O)Nc2ccc(C)cc2)cc1N(C)S(=O)(=O)c1ccc(Cl)cc1
-0.179,O=C(Nc1ccc(Oc2ccc(Cl)cc2)cc1)c1ncn[nH]1
-0.461,Cc1cc2n(n1)SC(Nc1cc(Cl)ccc1Cl)N2 (stereo unspecified)
0.261,C/C(Cl)=C/CN1C(=O)C2C3C=CC(C3)C2C1=O (stereo unspecified)
-0.0566,O=C1C(Cl)=C(NCC2CCCO2)C(=O)N1c1ccccc1 (stereo unspecified)
0.943,CC(OC(=O)c1nsc(Cl)c1Cl)C(=O)NC(C)(C)C (stereo unspecified)
1.19,Cc1nnc(SCC(=O)NCCOc2ccc(Cl)cc2)n1-c1ccccc1

Bioassay records (PubChem BioAssay)
